STAT3 blocker – inhibitors of IL-6 induced STAT3 signaling; inhibition, % at 5.5 µM; 190,000 tested, 0.89% active; U3A cells, IL-6 STAT3-luciferase reporter, luminescence; host cell line lacks STAT1;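 active means inhibition above the mean inhibition across all screened compounds plus 3 SD, cut at about 44% in these data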;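 further: 0% = DMSO only wells and 100% = 100 µM nifuroxazide control wells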
Hsp70 act – Hsp70 transcriptional activation, primary screen. activation, % at 10 µM. 200,000 tested, 0.04% active. AID 1203. HeLa Hsp70 promoter luciferase reporter, luminescence; scaled: vehicle 0, proteasome-inhibitor control 100%;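 active means activation above the mean across all tested compounds plus 3 SD, cutoff set per campaign, cut at about 5.5% in these data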;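 further: 100% = MG132 at 30 µM as the positive control and 0% = DMSO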
STAT3 act – activators of IL-6 induced STAT3 signaling; AID 871; 190,000 tested, 0.91% active; activation (% of control), % at 5.6 µM; U3A cells, IL-6 STAT3-luciferase reporter, luminescence; 100% = signal with IL-6 EC80 alone;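 active means activation above the screen-wide mean of compound activation plus 3 SD, cut at about 130% in these data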;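 further: 0% = background luminescence of wells with medium and substrate only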
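Test system: Human STAT1-deficient U3A cells with stable STAT3-luciferase reporter | Also added: Interleukin-6, 33 ng/mL | Timing: Compound pre-incubation 1 h before IL-6, then 6 h stimulation at 37 °C | Technique: Luciferase reporter luminescence | Read-out: Percent of IL-6-only median luminescence | Benchmarks: IL-6-only wells as 100% reference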
G6PDH counter – inhibits Leuconostoc G6PDH, flagging false hits in G6PDH-based assays. Purified L. mesenteroides G6PDH, diaphorase/resazurin coupled fluorescence, 45 min. inhibition, % at 5 µM. 200,000 tested, 0.12% active; in the data active means inhibition above about 50%
Diaphorase act – diaphorase activation or chemical reduction counter-screen. activation factor at 20 µM. 190,000 tested, 0.005% active. AID 1229. Diaphorase/resazurin coupled assay, resorufin fluorescence, 16 min; stronger effect = higher value; 1 = vehicle wells, 0 = NADH-free wells;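 active means diaphorase activity raised at least twofold by the compound at 20 µM; inactive means activation factor below 2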
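Material: purified diaphorase enzyme from Clostridium kluyveri; Also added: 0.114 mM NADH and 0.1 mM resazurin, final amounts; Doses: single compound dose of 20 µM, 1% DMSO final; Times: 16 min enzyme reaction, ambient temperature; Detection: resorufin fluorescence, excitation 544 nm, emission 590 nm; Measure: increased resorufin signal from activators or reducing compounds.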
STAT1 act – activators of IFN-gamma induced STAT1 signaling. 200,000 tested, 2.6% active. NIH 3T3 STAT1-luciferase reporter, luminescence; 100% = IFN-gamma alone, no compound. activation (% of control), % at 5.5 µM;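 active means activation above the screen-wide mean activation plus 3 SD, cut at about 130% in these data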;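 further: raw ratio to IFN-gamma control signal so 100% means no change and 0% no light; values of inactives mirror those of a sister screen read the other way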
TLR4 MyD88 comp – blocks binding of human TLR4 to MyD88; O00206+Q99836; HeLa CL3-4 TLR4/MyD88 BLA complementation, FRET ratio; inhibition, % at 8.4 µM; 200,000 tested, 0.18% active; AID 861; in the data active means inhibition above about 25%;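 further: 0% = vehicle and 100% = reference inhibitor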
Target sequence (O00206 whole entry, looked up): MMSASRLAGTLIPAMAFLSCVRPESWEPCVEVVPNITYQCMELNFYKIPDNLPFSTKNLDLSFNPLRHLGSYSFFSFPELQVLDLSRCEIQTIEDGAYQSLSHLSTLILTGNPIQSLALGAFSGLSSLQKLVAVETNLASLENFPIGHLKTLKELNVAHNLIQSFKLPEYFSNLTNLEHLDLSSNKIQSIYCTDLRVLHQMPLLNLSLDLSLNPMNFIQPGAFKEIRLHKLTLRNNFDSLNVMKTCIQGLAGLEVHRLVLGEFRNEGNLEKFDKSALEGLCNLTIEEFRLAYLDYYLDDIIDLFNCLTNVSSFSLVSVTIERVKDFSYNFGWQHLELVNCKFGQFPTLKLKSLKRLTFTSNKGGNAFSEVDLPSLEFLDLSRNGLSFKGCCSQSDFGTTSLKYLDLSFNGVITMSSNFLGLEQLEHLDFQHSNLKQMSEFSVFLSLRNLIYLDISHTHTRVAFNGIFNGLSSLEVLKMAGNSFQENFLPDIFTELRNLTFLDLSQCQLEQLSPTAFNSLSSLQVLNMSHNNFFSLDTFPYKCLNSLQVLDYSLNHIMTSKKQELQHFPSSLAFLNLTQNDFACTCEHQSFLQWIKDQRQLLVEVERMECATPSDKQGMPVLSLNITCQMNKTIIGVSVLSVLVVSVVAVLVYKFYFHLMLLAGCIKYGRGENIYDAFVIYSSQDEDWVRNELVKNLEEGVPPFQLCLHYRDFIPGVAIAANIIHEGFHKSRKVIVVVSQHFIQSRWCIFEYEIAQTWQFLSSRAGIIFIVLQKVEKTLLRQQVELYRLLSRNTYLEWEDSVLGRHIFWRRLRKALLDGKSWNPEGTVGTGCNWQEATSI
Target sequence (Q99836 whole entry, looked up): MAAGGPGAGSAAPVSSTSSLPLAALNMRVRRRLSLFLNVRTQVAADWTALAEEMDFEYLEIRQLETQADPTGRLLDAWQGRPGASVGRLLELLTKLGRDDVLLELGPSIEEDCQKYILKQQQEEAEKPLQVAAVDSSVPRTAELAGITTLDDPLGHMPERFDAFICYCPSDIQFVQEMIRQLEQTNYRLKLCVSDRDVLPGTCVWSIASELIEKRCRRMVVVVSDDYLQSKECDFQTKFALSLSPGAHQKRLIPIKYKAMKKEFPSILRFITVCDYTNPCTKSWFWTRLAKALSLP
STAT1 inh – STAT1 signaling inhibition; inhibition, % at 5.5 µM; NIH 3T3 STAT1-luciferase reporter, IFN-gamma, luminescence; 200,000 tested, 0.35% active;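 active means inhibition above a set limit, the mean inhibition across all tested compounds plus 3 SD, cut at about 34% in these data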;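 further: 0% = IFN-gamma with DMSO and 100% = IFN-gamma with 300 µM nifuroxazide; values of inactives mirror those of a sister screen read the other way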
Diaphorase inh – diaphorase inhibition or chemical oxidation counter-screen. 190,000 tested, 0.69% active. diaphorase resazurin-to-resorufin fluorescence, NADH, 16 min; bacterial (C. kluyveri) enzyme, not human. inhibition, % at 20 µM;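 active means primary screen inhibition at 20 µM above a set limit, cut at about 50% in these data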;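 further: plate controls were DMSO with full reaction for no effect and wells lacking NADH for full effect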
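System: Diaphorase enzyme from Clostridium kluyveri | Amount: Enzyme working solution with 0.14 U/mL diaphorase | Benchmarks: No-NADH positive control and DMSO neutral control | Signal: Fluorescence of resorufin formed from resazurin, Ex 544/Em 590 nm | Schedule: 16-min room-temperature incubation before reading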
APP transl inh – APP translation inhibition. SH-SY5Y APP 5'UTR-luciferase reporter, luminescence. 190,000 tested, 0.82% active. AID 1285. inhibition, % at 2 µM;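 active means inhibition above a set limit, derived from the sample mean plus 3 SD, cut at about 45% in these data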; further: values of inactives mirror those of a sister screen read the other way
The depositor's hits bear a star; / = no result given.

SMILES	STAT3 blocker	Hsp70 act	STAT3 act	G6PDH counter	Diaphorase act	STAT1 act	TLR4 MyD88 comp	STAT1 inh	Diaphorase inh	APP transl inh
CCOC(=O)NC(=O)COC(=O)CNC(=O)c1ccc(OCC)c(OCC)c1	-6	0.0	108	10	1.1	105	10	-6	-13	-2
Cc1ccc(NC(=O)N2CCCC2C(=O)NCc2cccs2)cc1 (centres undefined)	9	-0.3	95	-1	1	85	20	9	-4	-2
CNC(=O)C1CC(=O)N(CCCc2ccccc2)C(=Nc2ccccc2)S1 (centres undefined)	-3	-0.4	103	9	0.9	106	-5	-5	12	15
Cc1nnc(SCC(=O)NCc2ccccc2Cl)[nH]c1=O	1	-0.1	105	5	0.9	99	13	-2	5	6
CCCS(=O)(=O)c1c(S(=O)(=O)CCC)c2c(N)cccn2c1C(=O)c1ccc(OC)cc1	4	-0.1	98	7	0.6	100	-11	-2	43	-22
O=C(CCCNS(=O)(=O)c1cccs1)N1CCN(c2ccc(F)cc2)CC1	2	-0.3	102	-12	0.9	97	3	2	6	4
Cc1cc(CNC(=O)COc2ccccc2)c2ccccc2n1	12	-0.2	91	2	0.9	91	5	8	13	-32
COc1ccc(-c2csc(N)n2)cc1F	6	0.0	99	17	0.8	122	0	-24	16	-46
Cc1cc([N+](=O)[O-])nn1Cc1ccc(F)cc1	3	0.0	103	1	1	92	-5	7	1	3
O=C1C2C3C=CC(C3)C2C(=O)N1c1ccc(-c2nc3ccccc3o2)cc1 (centres undefined)	2	0.6	102	7	0.8	143*	-12	-47	22	-32
c1ccc2c(c1)ccc1nnc(SCc3ccc4c(c3)OCO4)n12	12	-0.3	94	2	0.8	109	7	-10	23	-3
O=C(N/N=C/c1cc2c3c(c1O)CCCN3CCC2)c1ccccc1O	12	-0.4	91	1	0.4	106	5	-7	63*	85*
COc1ccc(-c2ccc3ccccc3n2)cc1	55*	-0.1	55	11	0.9	78	11	23	9	-206
COc1cc2c(cc1OC)CN(C(=O)c1ccco1)CC2	10	0.3	93	-3	1	100	-14	-2	4	10
COc1ccc(Nc2c(-c3ccco3)nc3cccc(C)n23)cc1	-4	0.0	105	15	0.9	92	4	7	6	-20
COc1ccc2nc(N3CCCCC3)c(C#N)cc2c1	-8	-0.2	110	3	0.8	111	4	-12	20	-65
C(=N\Nc1ccccn1)/c1ccc(N2CCOCC2)cc1	23	0.0	84	8	1	121	0	-24	0	-115
CCCCCCNS(=O)(=O)c1ccc(NC(=O)C2CCCO2)cc1 (centres undefined)	2	-0.2	97	-2	0.8	96	7	4	18	-16
Cc1ccc(NS(=O)(=O)c2cc(C(=O)N3CCCC3)ccc2C)cc1C	6	0.0	100	3	0.9	85	1	15	5	-13
CCOc1ccc(NC(=O)C2CCC(N3C(=O)C4CC=CCC4C3=O)CC2)cc1 (centres undefined)	9	0.0	94	12	0.8	94	-12	7	21	-5

Structures listed above shown as hits in STAT1 act.
Molecule | Hsp70 act | STAT3 act | STAT1 act | TLR4 MyD88 comp | STAT1 inh | APP transl inh
O=C1C2C3C=CC(C3)C2C(=O)N1c1ccc(-c2nc3ccccc3o2)cc1 (centres undefined) | 0.6 | 102 | 143* | -12 | -47 | -32

Next section:
SMILES	STAT3 blocker	Hsp70 act	STAT3 act	G6PDH counter	Diaphorase act	STAT1 act	TLR4 MyD88 comp	STAT1 inh	Diaphorase inh	APP transl inh
Cc1cc(C)cc(C(=O)NCC(=O)OCC(=O)N2CCCCC2)c1	-4	0.0	108	7	1.1	102	4	-1	-8	5
Cc1ccc(C)c(N(CC(=O)NCc2ccc3c(c2)OCO3)C(=O)CCC(=O)Nc2ccccn2)c1	28	-0.4	80	0	0.8	98	-4	2	16	-7
COCCCNC(=O)c1c(N)n(-c2cccc(S(N)(=O)=O)c2)c2nc3ccccc3nc12	11	0.1	92	-12	0.7	97	-9	3	31	20
O=C(c1nn2c(C(F)(F)F)cc(-c3ccc(F)cc3)nc2c1Cl)N1CCOCC1	10	0.2	93	8	1	96	-14	4	1	6
O=C(N/N=C/c1cccnc1)c1ccc([N+](=O)[O-])cc1Cl	9	-0.4	99	11	1	95	-5	6	4	-3
COc1cccc(NC(=O)Cn2c(-c3cncs3)nc3ccccc32)c1	9	-0.3	94	4	0.9	90	-9	11	9	-9
CC(C)Cc1[nH]c(=O)c(C#N)c2c1COC(C)(C)C2	-2	-0.3	108	2	1	98	-5	2	4	-5
COc1ccccc1C(=O)Nc1cc2cc(Br)ccc2oc1=O	-44	-0.2	137*	4	1.1	104	10	-4	-10	-3
O=C(C1CCN(C2CC(=O)N(Cc3ccccc3)C2=O)CC1)N1CCCCCC1 (centres undefined)	4	0.3	99	-1	1.1	103	-3	2	-6	-6
O=C(Nc1ccccc1)c1ccccc1NC(=O)C1CCCCC1	1	0.2	103	-2	0.9	100	17	1	8	-9
O=S1(=O)CCC(NCC2CCCO2)C1 (centres undefined)	0	-0.4	103	4	1	96	-4	5	1	13
O=C(CNC(=O)c1ccc(S(=O)(=O)N2CCCC2)cc1)N/N=C/c1ccc(Cl)cc1Cl	14	-0.5	91	2	0.9	85	0	17	9	-4
Cc1cc(C)c(C(N)=O)c(SCC(=O)c2ccc(Cl)cc2)n1	6	-0.3	100	6	0.9	100	1	0	5	-10
Cc1ccc(N(CCCCN2C(=O)c3ccccc3C2=O)C(=O)c2ccc(Cl)s2)cc1	7	-0.5	93	-6	0.8	86	15	15	18	-13
Cc1cccc(C(=O)NC(=S)Nc2ccccc2C(F)(F)F)c1	5	-0.3	95	-10	0.8	111	9	-12	16	-13
CCN(CC)C(=O)c1[nH]cnc1C(=O)N[C@@H](Cc1ccccc1)C(=O)OCc1ccccc1	/	0.0	/	13	1	103	0	-1	3	6
COc1ccc(NC(=O)CCNC(=O)Cn2ccc3ccccc3c2=O)c(OC)c1	7	-0.1	99	-6	0.9	103	-1	-3	8	-12
Nc1n[nH]c(-c2ccc([N+](=O)[O-])cc2[N+](=O)[O-])n1	-2	-0.3	105	15	0.8	98	13	0	16	2
Cc1ccc(CSc2nc3c(cc2C#N)CCC3)cc1	9	-0.2	94	-5	0.8	103	9	-3	16	20
COCCn1c(SCC(=O)NCc2ccc3c(c2)OCO3)nc2ccccc2c1=O	17	0.0	94	0	1	103	-5	-5	3	-2
Cn1cnnc1SCc1ccc(C(=O)n2ncc(C#N)c2N)cc1	13	0.3	95	-6	0.9	99	-13	1	13	15
Cn1c(CNC(=O)c2ccco2)nnc1SCC(=O)N1c2ccccc2Sc2ccccc21	-6	0.0	109	2	0.8	104	2	-5	23	0
OCCN1CN=C(Nc2nc3ccccc3s2)NC1	1	-0.2	102	4	1	105	9	-5	4	-5
Cc1c(Br)c(C(F)(F)F)nn1CC(=O)NCCCn1ccnc1	1	-0.3	101	6	0.8	97	-7	4	18	-3
N#CCCSc1nc(N2CCOCC2)c2c(c1C#N)CCCC2	4	-0.2	99	-27	0.8	93	-13	7	22	8
O=C(O)CCc1ccc(-c2ccc(Br)cc2)n1Cc1ccco1	-1	0.0	100	4	0.8	96	-5	4	22	6
C/C(=N\NC(=O)C1(C)NC(C)(C)Cc2ccccc21)c1ccccc1 (centres undefined)	14	-0.2	92	3	1.1	102	-3	-4	-8	19
O=C(c1ccc(COc2c(F)c(F)cc(F)c2F)o1)N1CCN(c2ccccc2)CC1	10	-0.3	94	14	0.7	95	-3	5	26	13
Cc1ccc(CN2CCN(/N=C/c3cccnc3)CC2)c(C)c1	1	-0.1	98	-2	0.9	107	15	-7	10	8
COc1cccc(Cn2c(Oc3ccccc3)nc3c2c(=O)n(C)c(=O)n3C)c1	-1	-0.4	107	12	1	92	4	10	3	7

Two of the compounds above, with two lines to a compound.
Every second line gives: STAT3 blocker	Hsp70 act	STAT3 act	G6PDH counter	Diaphorase act	STAT1 act	TLR4 MyD88 comp	STAT1 inh	Diaphorase inh	APP transl inh
O=C(O)CCc1ccc(-c2ccc(Br)cc2)n1Cc1ccco1
  -1	0.0	100	4	0.8	96	-5	4	22	6
C/C(=N\NC(=O)C1(C)NC(C)(C)Cc2ccccc21)c1ccccc1 (centres undefined)
  14	-0.2	92	3	1.1	102	-3	-4	-8	19

Additional entries
SMILES	STAT3 blocker	Hsp70 act	STAT3 act	G6PDH counter	Diaphorase act	STAT1 act	TLR4 MyD88 comp	STAT1 inh	Diaphorase inh	APP transl inh
CCc1ccc(C2CC(c3ccccc3)n3ncnc3N2)cc1 (centres undefined)	12	0.1	97	16	1	94	-1	7	1	-3
O=C(CSc1nc2nn(-c3ccccc3)c(=O)c-2c2n1CCCCC2)NCCCc1ccccc1	-1	-0.2	105	-2	0.9	95	9	7	7	-23
CN1CCN(c2nc(-c3ccccc3)cc(C(F)(F)F)n2)CC1	13	-0.3	96	9	0.9	93	5	0	10	10
CCN(CC)C(=O)CSCc1cnn(-c2ccccc2)c1-n1cccc1	-4	-0.3	101	14	0.9	94	-4	7	8	-14
CCOc1ccc(N2CC(C(=O)NCCCN3CCOCC3)CC2=O)cc1 (centres undefined)	-2	0.4	105	-14	0.9	100	-4	0	11	-3
Cc1ccc(N2C(=O)NC(NC(=O)C3CC3)(C(F)(F)F)C2=O)cc1 (centres undefined)	-1	0.0	100	6	0.8	105	-28	-6	15	-11
CCn1nnnc1NC(=O)c1cccc(OC)c1	-11	-0.2	110	8	0.9	114	-3	-14	11	-24
Cc1nn(CCC(=O)NNC(=S)Nc2ccc(F)cc2)c(C)c1Br	-4	-0.3	104	2	0.9	97	0	3	13	-22
COc1cccc(CNc2ccccc2O)c1OCc1ccccc1F	6	0.2	99	24	0.8	96	5	1	22	3
CCN(CC)CCCNC(=O)c1nn(-c2cccc(OC)c2)c(=O)c2ccccc12	-1	-0.4	107	3	1	95	8	5	2	-6

A few values from above:
In STAT1 act, O=C(CSc1nc2nn(-c3ccccc3)c(=O)c-2c2n1CCCCC2)NCCCc1ccccc1 has 95
In TLR4 MyD88 comp, CN1CCN(c2nc(-c3ccccc3)cc(C(F)(F)F)n2)CC1 has 5

More compounds follow.
SMILES	STAT3 blocker	Hsp70 act	STAT3 act	G6PDH counter	Diaphorase act	STAT1 act	TLR4 MyD88 comp	STAT1 inh	Diaphorase inh	APP transl inh
O=C(CCCC(=O)NCCc1ccccc1)NCCc1ccccc1	-8	0.0	105	-2	0.9	94	8	7	6	11
Nc1nc(CN2CCN(c3ccccn3)CC2)nc(Nc2ccc(F)cc2)n1	7	-0.2	96	8	1	92	-1	9	3	0
O=C(N/C(=C/c1cccc([N+](=O)[O-])c1)C(=O)N1CCCCCC1)c1cccs1	-2	-0.5	100	1	1	98	-13	2	4	4
Cc1cc(=O)oc2ccc(OC(=O)c3cccc(S(=O)(=O)N4CCOCC4)c3)cc12	-9	-0.4	111	-15	0.8	101	3	0	22	3
OCC12COC(c3ccccc3)N1C(c1ccccc1)OC2 (centres undefined)	5	-0.2	104	2	0.9	104	2	-4	14	-15

Screening data from PubChem.
